GC-A act: GC-A stimulated cGMP production enhancers – HEK293 GC-A cells, cGMP TR-FRET, EC30 ANP, primary screen; actives 0.14% (n = 370,000); AID 1671463, 2021; activation, % at 10 µM; 0% at EC30 ANP, 100% saturating ANP; in the data active = activation above about 40%
NPR2 activator: human GC-B receptor activators, primary screen, HEK293 GC-B cells, cGMP TR-FRET, EC30 CNP; actives 0.11% (n = 370,000); activation, % at 10 µM; Atrial natriuretic peptide receptor 2 (Homo sapiens), P20594; 0% at EC30 CNP, 100% saturating CNP;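 active = activation at 10 µM reaching about 35% in either raw or pattern-adjusted values, limit read from the data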
Target sequence (P20594 whole entry, looked up): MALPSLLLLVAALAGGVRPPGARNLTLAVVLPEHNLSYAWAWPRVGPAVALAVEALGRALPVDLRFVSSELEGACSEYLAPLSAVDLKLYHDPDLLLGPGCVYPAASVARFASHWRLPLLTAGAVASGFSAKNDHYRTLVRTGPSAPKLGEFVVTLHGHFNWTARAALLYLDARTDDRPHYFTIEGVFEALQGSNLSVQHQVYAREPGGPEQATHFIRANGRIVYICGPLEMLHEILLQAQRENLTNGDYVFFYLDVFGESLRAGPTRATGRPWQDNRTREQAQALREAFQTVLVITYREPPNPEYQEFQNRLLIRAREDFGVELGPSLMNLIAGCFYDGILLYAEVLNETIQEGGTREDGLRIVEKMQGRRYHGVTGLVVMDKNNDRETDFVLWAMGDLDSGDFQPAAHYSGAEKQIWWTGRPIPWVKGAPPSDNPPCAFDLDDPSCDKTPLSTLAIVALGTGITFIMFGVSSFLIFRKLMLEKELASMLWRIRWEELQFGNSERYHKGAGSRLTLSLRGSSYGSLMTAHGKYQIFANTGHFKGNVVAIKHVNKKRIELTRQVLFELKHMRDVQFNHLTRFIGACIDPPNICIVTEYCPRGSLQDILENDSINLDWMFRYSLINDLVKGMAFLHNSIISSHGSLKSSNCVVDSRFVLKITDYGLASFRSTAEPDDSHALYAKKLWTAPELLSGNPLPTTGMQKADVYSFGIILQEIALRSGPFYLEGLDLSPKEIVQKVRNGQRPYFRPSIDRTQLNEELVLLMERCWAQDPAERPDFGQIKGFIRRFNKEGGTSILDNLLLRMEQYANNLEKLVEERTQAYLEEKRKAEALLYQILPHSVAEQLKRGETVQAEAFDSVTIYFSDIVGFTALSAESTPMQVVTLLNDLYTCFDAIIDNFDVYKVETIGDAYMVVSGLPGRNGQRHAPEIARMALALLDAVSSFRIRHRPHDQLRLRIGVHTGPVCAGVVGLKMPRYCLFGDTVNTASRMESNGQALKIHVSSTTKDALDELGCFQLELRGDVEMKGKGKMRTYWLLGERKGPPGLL
SMARCA2 activ: SMARCA2 (BRM) function activators, primary screen, cell-based, luminescence, high throughput; AID 652017, 2013; activation, % at 9.1 µM; actives 1% (n = 370,000); MG213 cells, MMTV-luciferase reporter, dexamethasone, overnight; in the data active = activation above about 7.8%;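 note: 0% = vehicle wells and 100% = reference activator wells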
hcDAF12 agonist: H. contortus DAF-12 nuclear receptor activators, primary screen, cell-based, luminescence, HEK293, lit1-tk-luc reporter; HEK293 hcDAF-12 lit1-tk-luc reporter; 0% DMSO, 100% Δ7-dafachronic acid; activation, % at 6.8 µM; actives 1.4% (n = 370,000);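 active = activation above the mean of all tested compounds plus 3 SD, cut at about 5.5% in these data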;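 note: 100% = response to 3 µM Δ7-dafachronic acid high control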
DAX1 inh-1: DAX1 (NR0B1) inhibitors, primary screen, cell-based, HEK293, Gal4-DAX1, luciferase luminescence; Nuclear receptor subfamily 0 group B member 1 (Homo sapiens), P51843; HEK293 Gal4-DAX1 luciferase reporter; inhibition, % at 6.75 µM; actives 0.99% (n = 340,000); AID 504766, 2011;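 active = inhibition above the mean over all tested compounds plus 3 SD, cut at about 4.2% in these data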;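 note: 0% = DAX1-transfected cells with DMSO and 100% = empty-vector control cells with DMSO; inhibition shows as a rise in luminescence from relieved DAX1 repression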
DAX1 inh-2: DAX1 (NR0B1) inhibitors on StAR promoter, primary screen, cell-based, luminescence, SF-1 (NR5A1), full-length DAX-1; HEK293T StAR-luciferase reporter, SF-1/DAX-1 repression relief; inhibition, % at 6.8 µM; actives 1.1% (n = 370,000); AID 652010, 2013;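 active = inhibition above the mean over all tested compounds plus 3 SD, cut at about 3.6% in these data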;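 note: 0% = DAX-1 cells with DMSO and 100% = cells lacking DAX-1 with DMSO; higher inhibition means more luminescence from relief of DAX-1 repression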
sPLA2-III inh: human group III sPLA2 inhibitors, primary screen, biochemical, QFRET, BODIPY PC-A2 liposome substrate. Group 3 secretory phospholipase A2 (Homo sapiens), Q9NZ20. QFRET BODIPY PC-A2 liposome hydrolysis, fluorescence. inhibition, % at 12.2 µM. actives 0.56% (n = 370,000);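 active = inhibition above mean plus 3 SD of compounds lying within the high and low control bounds, cut at about 19% in these data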;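 note: 0% = median of test compound wells and 100% = no enzyme DMSO wells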
ssDAF12 agonist: S. stercoralis DAF-12 nuclear receptor activators, primary screen, cell-based, luminescence, HEK293, GRIP1 co-expression, lit1-tk-luc. activation, % at 6.8 µM. actives 1% (n = 370,000). AID 652126, 2013. HEK293 ssDAF-12/GRIP1 lit1-tk-luc reporter; % of 3 µM dafachronic acid response. Nuclear hormone receptor DAF-12 (Strongyloides stercoralis);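 active = activation above the mean over all tested compounds plus 3 SD, cut at about 0.9% in these data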;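 note: 0% = DMSO-only wells and 100% = 3 µM delta7-dafachronic acid wells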
hgDAF-12 ag: H. glycines DAF-12 receptor agonists, primary screen, cell-based, luminescence, HEK293, GAL4 fusion, UAS-luciferase. Nuclear hormone receptor DAF-12 (Heterodera glycines), GAL4 fusion. HEK293 GAL4-hgDAF12 UAS-luciferase reporter, agonist luminescence; normalized to butyrate control. activation, % at 6.8 µM. actives 1.8% (n = 370,000). AID 687014, 2013;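 active = activation above a cutoff set at the mean of all screened compounds plus 3 SD, cut at about 10% in these data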;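 note: 0% = DMSO wells and 100% = sodium butyrate wells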
KLK7 zymogen act: proKLK7 zymogen activators, primary screen, biochemical, fluorescence intensity. Kallikrein-7 (Homo sapiens), P49862. AID 652039, 2013. purified proKLK7, EDANS-DABCYL substrate fluorescence; 100% is mature enzyme control, 0% vehicle. actives 0.9% (n = 370,000). activation, % at 7 µM;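 active = activation above the mean of all tested compounds plus 3 SD, computed per campaign excluding outliers beyond control limits, cut at about 13% in these data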
FXN GAA850 act: FXN promoter activators, primary screen, cell-based, luciferase luminescence, HEK293 lucGAA850; HEK293 lucGAA850 FXN promoter luciferase reporter, 24 h; percent of 10 µM SAHA response; activation, % at 6 µM; actives 0.56% (n = 360,000); AID 540364, 2011;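 active = activation above the average of all compounds screened plus 3 SD, cutoff fixed separately per campaign, cut at about 7.5% in these data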;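 note: 0% = DMSO wells and 100% = 10 µM SAHA wells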
The depositor's hits bear a star.

COc1cc(NC(=O)C2=C(N3CCOCC3)/C(=C\c3ccc(Cl)cc3Cl)CC2)cc(OC)c1OC was read as GC-A act -2.6, NPR2 activator 3.7, SMARCA2 activ -0.9, hcDAF12 agonist 2.8, DAX1 inh-1 0.4, DAX1 inh-2 0.3, sPLA2-III inh -11.9, ssDAF12 agonist -0.7, hgDAF-12 ag -1.1, KLK7 zymogen act 0.0 and FXN GAA850 act 4.7.
Cc1ccc(S(=O)(=O)NC(C)C(=O)Nc2ccc3c(c2)OCO3)cc1 (stereo unspecified) was read as GC-A act -4.3, NPR2 activator 2.9, SMARCA2 activ -3.7, hcDAF12 agonist -0.3, DAX1 inh-1 0.1, DAX1 inh-2 -0.3, sPLA2-III inh 11.4, ssDAF12 agonist -1.1, hgDAF-12 ag 1.0, KLK7 zymogen act -0.3 and FXN GAA850 act 0.5.
O=C(CSc1ccccn1)Nc1ccc2[nH]c(=O)[nH]c2c1 was read as GC-A act 1.9, NPR2 activator -2.3, SMARCA2 activ 0.7, hcDAF12 agonist 0.3, DAX1 inh-1 0.6, DAX1 inh-2 1.1, sPLA2-III inh 6.4, ssDAF12 agonist -0.6, hgDAF-12 ag 1.6, KLK7 zymogen act -0.7 and FXN GAA850 act 1.8.
Cc1ccc(N=C2C(=O)Nc3c(C)cccc32)cc1 was read as GC-A act -2.7, NPR2 activator 2.2, SMARCA2 activ -2.5, hcDAF12 agonist 2.6, DAX1 inh-1 0.6, DAX1 inh-2 -0.3, sPLA2-III inh 3.3, ssDAF12 agonist -1.1, hgDAF-12 ag 1.1, KLK7 zymogen act 0.1 and FXN GAA850 act 1.7.
`COc1ccc(/C=C/C(=O)N2CCNC(=O)C2)c(OC)c1` gave GC-A act 1.0, NPR2 activator 1.9, SMARCA2 activ -1.8, hcDAF12 agonist -1.5, DAX1 inh-1 1.1, DAX1 inh-2 0.4, sPLA2-III inh 5.2, ssDAF12 agonist -0.7, hgDAF-12 ag 7.0, KLK7 zymogen act -0.1 and FXN GAA850 act 3.5.
`CC1OC(CCc2cccc(Cl)c2)Cc2[nH]c(=S)[nH]c(=O)c21` (stereo unspecified) gave GC-A act -20.6, NPR2 activator -13.3, SMARCA2 activ -0.8, hcDAF12 agonist 0.3, DAX1 inh-2 -1.3, sPLA2-III inh 10.0, ssDAF12 agonist -1.4, hgDAF-12 ag 0.1 and KLK7 zymogen act 0.2.
Screening C=CCN(C(=O)c1csnn1)C(C(=O)NC1CCCC1)c1cccs1 (stereo unspecified) returned GC-A act -1.6, NPR2 activator -0.1, SMARCA2 activ -1.0, hcDAF12 agonist 1.3, DAX1 inh-1 -1.5, DAX1 inh-2 0.3, sPLA2-III inh 2.7, ssDAF12 agonist -0.6, hgDAF-12 ag 4.6, KLK7 zymogen act -0.2 and FXN GAA850 act 1.2.
`O=C(CC1C(=O)NCCN1C(=O)Nc1ccc(F)cc1F)Nc1ccc(F)cc1` (stereo unspecified) gave GC-A act 2.1, NPR2 activator 1.9, SMARCA2 activ -0.1, hcDAF12 agonist 0.3, DAX1 inh-1 -0.9, DAX1 inh-2 -0.3, sPLA2-III inh -0.7, ssDAF12 agonist -1.2, hgDAF-12 ag -1.0, KLK7 zymogen act -0.2 and FXN GAA850 act 1.3.
Screening Cc1ccc(S(=O)(=O)Nc2cc(C)c(O)c(S(=O)(=O)c3ccc(C)cc3)c2)cc1 returned GC-A act 1.3, NPR2 activator 5.0, SMARCA2 activ -2.8, hcDAF12 agonist -0.3, DAX1 inh-1 1.1, DAX1 inh-2 -0.5, sPLA2-III inh -14.8, ssDAF12 agonist -1.4, hgDAF-12 ag -3.7, KLK7 zymogen act 0.2 and FXN GAA850 act -0.5.
`N#C/C(=C/c1ccc(-c2ccccc2[N+](=O)[O-])o1)C(=O)NCCN1CCCCC1` gave GC-A act -5.3, NPR2 activator -6.8, SMARCA2 activ 0.8, hcDAF12 agonist -1.9, DAX1 inh-1 -0.8, DAX1 inh-2 0.4, sPLA2-III inh 3.4, ssDAF12 agonist -2.0, hgDAF-12 ag -0.7, KLK7 zymogen act 0.7 and FXN GAA850 act 0.3.
CCCCCC(O)CCCC(=O)O (stereo unspecified) was read as GC-A act 1.5, NPR2 activator 3.0, SMARCA2 activ -2.9, hcDAF12 agonist -0.4, DAX1 inh-1 -0.1, DAX1 inh-2 1.0, sPLA2-III inh 4.5, ssDAF12 agonist -1.5, hgDAF-12 ag 2.1, KLK7 zymogen act -0.2 and FXN GAA850 act -2.7.
COCCNC(=O)C(OC(=O)c1nsc(Cl)c1Cl)C(C)C (stereo unspecified) was read as GC-A act 2.7, NPR2 activator 1.1, SMARCA2 activ -2.0, hcDAF12 agonist 1.4, DAX1 inh-1 -0.6, DAX1 inh-2 1.2, sPLA2-III inh 0.8, ssDAF12 agonist -0.7, hgDAF-12 ag 0.3, KLK7 zymogen act 0.0 and FXN GAA850 act -0.8.
Screening O=C(N/N=C/c1coc2ccc(Cl)cc2c1=O)c1cc(O)cc(O)c1 returned GC-A act 1.3, NPR2 activator 6.1, SMARCA2 activ -1.8, hcDAF12 agonist -0.7, DAX1 inh-1 -0.4, DAX1 inh-2 1.2, sPLA2-III inh -13.8, ssDAF12 agonist -1.1, hgDAF-12 ag 5.3, KLK7 zymogen act 0.7 and FXN GAA850 act -1.7.
Screening O=S(=O)(c1ccccc1)c1nc(-c2ccccc2Cl)oc1NCCCN1CCOCC1 returned GC-A act -4.2, NPR2 activator 4.6, SMARCA2 activ -5.5, hcDAF12 agonist -1.8, DAX1 inh-1 -1.6, DAX1 inh-2 0.5, sPLA2-III inh -12.8, ssDAF12 agonist -1.3, hgDAF-12 ag -1.5, KLK7 zymogen act 0.2 and FXN GAA850 act 1.1.
CN(C)CCCNC(=O)c1c(N)[nH]c(C(=O)c2ccc(Br)cc2)c1-c1ccc(Br)cc1 was read as GC-A act -2.9, NPR2 activator -1.3, SMARCA2 activ -4.3, hcDAF12 agonist 0.1, DAX1 inh-2 3.2, sPLA2-III inh 11.3, ssDAF12 agonist -1.2, hgDAF-12 ag 0.0 and KLK7 zymogen act 0.5.
Screening Cc1ccc(C(=O)N/N=C\c2cccs2)cn1 returned GC-A act -2.5, NPR2 activator -0.8, SMARCA2 activ 1.2, hcDAF12 agonist 0.9, DAX1 inh-1 0.3, DAX1 inh-2 0.1, sPLA2-III inh 7.6, ssDAF12 agonist -0.2, hgDAF-12 ag 2.6, KLK7 zymogen act -0.3 and FXN GAA850 act 2.1.
Screening CC(=O)c1ccc(OCCCC(=O)Nc2ccc(C)c(S(=O)(=O)N3CCOCC3)c2)cc1 returned GC-A act -0.6, NPR2 activator -1.1, SMARCA2 activ -2.5, hcDAF12 agonist -1.5, DAX1 inh-1 -2.1, DAX1 inh-2 -4.5, sPLA2-III inh -1.7, ssDAF12 agonist -1.1, hgDAF-12 ag -3.9, KLK7 zymogen act 0.1 and FXN GAA850 act -0.1.
CCOCCCNC(=O)CN1C(=O)COc2ccc(S(=O)(=O)N3CCOCC3)cc21 was read as GC-A act -3.5, NPR2 activator 8.2, SMARCA2 activ 4.8, hcDAF12 agonist 1.8, DAX1 inh-1 -0.1, DAX1 inh-2 0.3, sPLA2-III inh 4.3, ssDAF12 agonist -1.0, hgDAF-12 ag -0.1, KLK7 zymogen act 0.5 and FXN GAA850 act 0.3.
COc1ccc(C(C)=O)cc1COC(=O)c1cc(C)oc1C was read as GC-A act 1.3, NPR2 activator -3.6, SMARCA2 activ -0.2, hcDAF12 agonist -1.6, DAX1 inh-1 0.9, DAX1 inh-2 -1.0, sPLA2-III inh -9.7, ssDAF12 agonist -1.4, hgDAF-12 ag -1.0, KLK7 zymogen act 0.0 and FXN GAA850 act 0.9.
`COC(=O)C1CCCN(C(=O)C2CCN(S(=O)(=O)c3cccs3)CC2)C1` (stereo unspecified) gave GC-A act 2.4, NPR2 activator -3.5, SMARCA2 activ 3.5, hcDAF12 agonist -3.5, DAX1 inh-2 -0.3, sPLA2-III inh 0.1, ssDAF12 agonist -1.7, hgDAF-12 ag -1.5 and KLK7 zymogen act 0.6.

Already shown: entries from further up.
COCCNC(=O)C(OC(=O)c1nsc(Cl)c1Cl)C(C)C (stereo unspecified) was read as GC-A act 2.7, NPR2 activator 1.1, SMARCA2 activ -2.0, hcDAF12 agonist 1.4, DAX1 inh-1 -0.6, DAX1 inh-2 1.2, sPLA2-III inh 0.8, ssDAF12 agonist -0.7, hgDAF-12 ag 0.3, KLK7 zymogen act 0.0 and FXN GAA850 act -0.8.
Screening O=C(N/N=C/c1coc2ccc(Cl)cc2c1=O)c1cc(O)cc(O)c1 returned GC-A act 1.3, NPR2 activator 6.1, SMARCA2 activ -1.8, hcDAF12 agonist -0.7, DAX1 inh-1 -0.4, DAX1 inh-2 1.2, sPLA2-III inh -13.8, ssDAF12 agonist -1.1, hgDAF-12 ag 5.3, KLK7 zymogen act 0.7 and FXN GAA850 act -1.7.

Following part
O=C(Nc1ccc2nc3n(c(=O)c2c1)CCCCC3)c1ccccc1Cl was read as GC-A act 2.4, NPR2 activator 3.5, SMARCA2 activ 1.9, hcDAF12 agonist -1.8, DAX1 inh-1 0.6, DAX1 inh-2 1.1, sPLA2-III inh 4.3, ssDAF12 agonist -1.1, hgDAF-12 ag 3.7, KLK7 zymogen act 0.0 and FXN GAA850 act 0.8.
CC(=O)Nc1ccc(C(=O)OCC(=O)N2CCCC2=O)cc1 was read as GC-A act -0.1, NPR2 activator 0.4, SMARCA2 activ 8.9*, hcDAF12 agonist 1.2, DAX1 inh-1 0.5, DAX1 inh-2 -0.4, sPLA2-III inh 7.2, ssDAF12 agonist -1.1, hgDAF-12 ag -0.7, KLK7 zymogen act -0.3 and FXN GAA850 act 0.5.
`Cc1ccc(CNc2nc3c([nH]2)c(=O)n(C)c(=O)n3C)cc1` gave GC-A act 18.3, NPR2 activator 18.8, SMARCA2 activ -1.8, hcDAF12 agonist -2.0, DAX1 inh-1 -0.6, DAX1 inh-2 0.6, sPLA2-III inh 6.9, ssDAF12 agonist -0.8, hgDAF-12 ag -0.7, KLK7 zymogen act -0.7 and FXN GAA850 act 0.0.
`CCC(C)CCN1C(N(C)C)=NC[C@@H]1Cc1ccccc1` (stereo partly specified) gave GC-A act -6.3, NPR2 activator -5.9, SMARCA2 activ -0.1, hcDAF12 agonist 0.0, DAX1 inh-1 0.3, DAX1 inh-2 -0.2, sPLA2-III inh -16.6, ssDAF12 agonist -1.3, hgDAF-12 ag 1.5, KLK7 zymogen act 0.6 and FXN GAA850 act -0.2.

High-throughput results from PubChem BioAssay.
